Bioassay records from PubChem BioAssay.
CHRM1 agonist – human M1 muscarinic receptor agonism. CHO-K1 hM1, Fluo-8 calcium fluorescence, agonist mode; 0% DMSO, 100% acetylcholine EC100. 360,000 compounds, 0.33% hits. AID 588814. activation, % at 3 µM;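 active means activation above the run's mean compound activation plus 3 SD, cut at about 16% in these data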;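 further: peak over basal fluorescence ratio within a 140 s kinetic read after compound addition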
Target sequence (P11229 whole entry, looked up): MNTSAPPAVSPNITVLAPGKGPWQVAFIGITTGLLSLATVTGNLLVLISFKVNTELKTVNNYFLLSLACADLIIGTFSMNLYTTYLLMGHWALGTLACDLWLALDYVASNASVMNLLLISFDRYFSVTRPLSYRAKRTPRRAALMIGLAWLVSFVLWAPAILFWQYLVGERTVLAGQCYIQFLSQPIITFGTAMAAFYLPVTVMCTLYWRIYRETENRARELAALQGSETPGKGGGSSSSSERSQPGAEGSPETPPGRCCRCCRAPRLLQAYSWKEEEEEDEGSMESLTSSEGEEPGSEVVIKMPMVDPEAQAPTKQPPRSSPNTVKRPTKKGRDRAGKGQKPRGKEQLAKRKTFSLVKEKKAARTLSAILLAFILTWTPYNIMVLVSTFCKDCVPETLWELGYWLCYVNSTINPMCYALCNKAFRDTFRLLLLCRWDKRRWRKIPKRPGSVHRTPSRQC
CHRM1 PAM – potentiates human M1 receptor response to acetylcholine. AID 588819. activation, % at 3 µM. CHO-K1 hM1, Fluo-8 calcium fluorescence, ACh EC20; 0% = ACh EC20, 100% = maximal ACh. 360,000 compounds, 0.088% hits. P11229; in the data active means activation above about 19%, passing the limit was not always enough
CHO-K1 Ca antag – counter-screen for M1 antagonists: effect in parental CHO-K1 cells. ATP-induced calcium, Fluo-8 fluorescence. inhibition, % at 3 µM. 360,000 compounds, 0.6% hits. AID 602250;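 active means inhibition above a per-plate cutoff, the plate's mean sample inhibition plus 3 SD, cut at about 24% in these data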;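 further: 0% = DMSO plus EC80 ATP and 100% = DMSO alone without ATP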
CHRM4 antagonist – antagonists of human muscarinic M4 receptor (CHRM4); P08173; CHO-hM4 cells, ACh EC80, Fluo-8 calcium fluorescence; inhibition, % at 3 µM; 360,000 compounds, 0.73% hits; AID 624125;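 active means inhibition above its plate's cutoff, the mean inhibition of sample wells plus 3 SD, cut at about 27% in these data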;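 further: 0% = acetylcholine EC80 with DMSO and 100% = DMSO without agonist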
CHO-K1 Ca ag – counter-screen for M1 agonists: effect in parental CHO-K1 cells | Fluo-8 calcium fluorescence; scaled to maximal ATP response, vehicle zero | AID 602248 | 360,000 compounds, 0.48% hits | activation, % at 3 µM; in the data active means activation above about 15%;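 further: untransfected CHO-K1 host cells lacking M1 receptor as counterscreen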
OXTR potentiate – human OXTR potentiation; P30559; CHO-OTR cells, Fluo-8 calcium fluorescence, potentiator mode; 0% = oxytocin EC15, 100% = EC100; activation, % at 3 µM; 320,000 compounds, 0.061% hits; AID 2445;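 active means activation above that plate's cutoff, the mean activation of tested compounds plus 3 SD, cut at about 6.6% in these data, passing the limit was not always enough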;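 further: 100% uses oxytocin at 75 nM as the full agonist control; some results filed as inactive read as strong as hits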
Target sequence (P30559 whole entry, looked up): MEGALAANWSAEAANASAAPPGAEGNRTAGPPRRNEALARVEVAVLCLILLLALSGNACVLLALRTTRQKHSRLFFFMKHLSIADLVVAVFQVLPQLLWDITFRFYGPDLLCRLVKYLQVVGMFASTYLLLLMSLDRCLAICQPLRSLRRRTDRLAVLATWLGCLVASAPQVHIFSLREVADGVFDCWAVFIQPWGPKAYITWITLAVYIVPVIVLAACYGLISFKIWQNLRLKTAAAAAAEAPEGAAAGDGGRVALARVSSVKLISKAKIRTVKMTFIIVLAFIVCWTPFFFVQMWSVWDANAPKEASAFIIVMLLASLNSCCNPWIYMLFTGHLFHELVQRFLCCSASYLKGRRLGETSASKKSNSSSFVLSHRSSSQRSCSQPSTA
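System: human OTR in CHO cells / Also added: sub-maximal oxytocin, roughly EC15 / Control set: EC15 oxytocin low, 75 nM oxytocin high / Schedule: 6 min compound pre-incubation at room temperature, 100 s kinetic read / Compound: single-point 3.0 µM / Replication: singlicate / Technique: Fluo-8 calcium dye fluorescence / Read-out basis: % activation of max/min ratio relative to oxytocin controls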
M4 ag – agonists of human muscarinic M4 receptor (CHRM4) | P08173 | CHO-K1 hM4/Gqi5, Fluo-8 calcium fluorescence; vehicle 0%, full acetylcholine response 100% | activation, % at 3 µM | 360,000 compounds, 0.14% hits;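 active means activation above the run mean over all test wells plus 3 SD, cut at about 32% in these data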;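 further: peak over basal fluorescence ratio per well then scaled between controls; 0% = DMSO wells and 100% = acetylcholine at EC100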
CHO parental Ca – counter-screen for OX1R antagonists: effect in parental CHO cells; AID 463079; 330,000 compounds, 0.63% hits; parental CHO-K1, ATP-induced calcium, Fluo-8 fluorescence; inhibition, % at 5.6 µM;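 active means inhibition above that plate's mean sample inhibition plus 3 SD, cut at about 26% in these data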;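 further: 0% = ATP-challenged DMSO wells and 100% = DMSO wells without ATP; some compounds past the cut are filed as inactive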
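Assay system: parental CHO cells; Read-out basis: percent inhibition of ATP-evoked calcium rise, normalized to controls; Benchmarks: ATP and no-ATP DMSO wells; Compound dosing: single nominal dose of 5.6 µM per compound; Signal: Fluo-8 calcium dye fluorescence; Also added: ATP as calcium-mobilizing challenge; Repeats: singlicate.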
M1 antag – antagonists of human M1 muscarinic receptor; 360,000 compounds, 1.3% hits; CHO-K1 hM1, Fluo-8 calcium fluorescence, ACh EC80 antagonist; inhibition, % at 3 µM; P11229; AID 588852;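 active means percent inhibition above its own plate's cutoff, namely the mean of that plate's compound wells plus 3 SD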;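 further: peak over basal fluorescence ratio during 140 s after agonist addition; 0% = ACh EC80 plus DMSO and 100% = DMSO alone without agonist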
Starred values were filed as active, the others as inactive; . = no result given. A portion of the library. The share of hits here may be higher or lower than overall.

Sequence of screens: CHRM1 agonist | CHRM1 PAM | CHO-K1 Ca antag | CHRM4 antagonist | CHO-K1 Ca ag | OXTR potentiate | M4 ag | CHO parental Ca | M1 antag
- CCOc1ccc2c(c1)c(C(C)=O)c(C)n2Cc1ccco1
    -3 | -6 | 3 | 0 | 0.8 | -9 | 3 | -8 | 21
- Cc1ccc(C2SCC(=O)Nc3c2c(=O)[nH]n3C2CCOC(C)(C)C2)cc1 (configuration not stated)
    0 | 8 | -4 | -2 | 2.1 | -4 | 0 | -7 | -22
- Cc1occc1C(=O)N1CCC2(CC1)OCCO2
    -2 | -2 | -7 | -4 | 0.2 | -6 | 1 | -9 | -6
- O=C(NCNC(=O)NC1C(=O)NC(=O)N1CO)NC1C(=O)NC(=O)N1CO (configuration not stated)
    1 | 4 | 3 | 0 | -0.3 | -5 | 0 | -12 | -32
- CN1C(=O)C(=Cc2ccccc2Oc2ccc(Cl)cc2)C(=O)N(C)C1=O
    -4 | 3 | -8 | -4 | 0.1 | -11 | 1 | -2 | 0
- O=c1c2ccccc2nc(-c2ccccc2Cl)n1-c1cccc(O)c1
    -8 | 5 | -8 | 11 | 2.9 | . | 3 | . | -8
- COC(=O)[C@@H]1N=C(c2ccc(OC)cc2)O[C@]12C(=O)N(C)c1ccc(Cl)cc12
    . | . | 2 | -14 | 1.0 | . | 3 | . | .
- Cc1nc2ccsc2c(=O)n1-c1ccccc1Cl
    -4 | 8 | 0 | -5 | 0.1 | -4 | 0 | 3 | -12
- O=C(NC1CCCCC1)N1Cc2cc(-c3cccc(F)c3)ccc2-n2nncc2C1
    -6 | -5 | 10 | -5 | -0.2 | . | -1 | . | 11
- Cc1cccc(OP(N)(=O)Oc2cccc(C)c2C)c1C
    0 | 14 | -5 | 3 | 2.3 | -4 | 2 | -12 | -12
- Cc1cc(C)cc(N2C(=O)NC(=O)/C(=C\c3cccn3-c3ccccc3)C2=O)c1
    0 | 9 | -9 | 9 | 0.3 | -7 | 2 | -22 | -1
- CCOc1cc(C=C2C(=O)NC(=O)NC2=O)ccc1OCC(=O)N1CCOCC1
    -4 | 0 | -10 | -3 | 0.2 | -1 | -1 | 1 | -12
- COC(=O)C1=C(c2ccccc2)C[C@@H]2CC[C@H]1N2C(=O)N1CCCC1
    -7 | -3 | -4 | 12 | -0.4 | 7 | -1 | -17 | 10
- COc1cccc2cc(-c3cc(=O)oc4ccc(OC(=O)N(C)C)cc34)oc12
    -1 | 8 | -6 | 0 | 0.5 | -14 | 2 | -17 | -3
- CC1(C)CN=C(Nc2ccc(F)c(Cl)c2)S1
    12 | 1 | -14 | 4 | 30* | -14 | 35* | -23 | -10

Of the compounds above, these have sulfur.
Sequence of screens: CHRM1 agonist | CHRM1 PAM | CHO-K1 Ca antag | CHRM4 antagonist | CHO-K1 Ca ag | OXTR potentiate | M4 ag | CHO parental Ca | M1 antag
- Cc1ccc(C2SCC(=O)Nc3c2c(=O)[nH]n3C2CCOC(C)(C)C2)cc1 (configuration not stated)
    0 | 8 | -4 | -2 | 2.1 | -4 | 0 | -7 | -22
- Cc1nc2ccsc2c(=O)n1-c1ccccc1Cl
    -4 | 8 | 0 | -5 | 0.1 | -4 | 0 | 3 | -12
- CC1(C)CN=C(Nc2ccc(F)c(Cl)c2)S1
    12 | 1 | -14 | 4 | 30* | -14 | 35* | -23 | -10

(more compounds)
Sequence of screens: CHRM1 agonist | CHRM1 PAM | CHO-K1 Ca antag | CHRM4 antagonist | CHO-K1 Ca ag | OXTR potentiate | M4 ag | CHO parental Ca | M1 antag
- COc1ccc(N2C(=O)/C(=C/c3ccc(C)o3)C(=O)NC2=S)cc1
    -1 | 5 | 4 | 1 | 0.0 | . | 1 | . | -6
- CC(=NCc1cccnc1)c1c(O)n(-c2ccc(Cl)cc2)c(=O)[nH]c1=O
    -3 | -1 | -3 | -4 | 0.8 | 2 | 0 | -14 | -1
- Fc1ccccc1CNCCc1c[nH]c2ccccc12
    -4 | 5 | -7 | -4 | 1.5 | -4 | 3 | -10 | -7
- Cc1ccc2c(c1)C1CN(C)CCC1N2C(=O)/C=C/c1ccc2c(c1)OCO2 (configuration not stated)
    -9 | 10 | 1 | 4 | 0.3 | -17 | 1 | -7 | -2
- Cc1cc(C=C2C(=O)NC(=O)NC2=O)c(C)n1-c1ccncc1
    -3 | 7 | -16 | 1 | 1.4 | 2 | 4 | 1 | -11
- C=CCn1c(O)c(C(CC)=Nc2cccc(C(F)(F)F)c2)c(=O)[nH]c1=O
    -2 | 3 | 3 | 9 | 0.1 | -6 | 0 | -3 | -5
- CC1([N+](=O)[O-])COP(=O)(NC2CC2)OC1 (configuration not stated)
    -1 | -12 | -13 | 7 | 2.4 | . | 0 | . | 19
- Cc1ccc(-n2c(C)nc3ccccc3c2=O)cc1C
    -7 | 0 | 4 | -2 | 0.0 | 2 | 1 | -2 | -1
- O=C1NCN(c2ccccc2)C12CCNCC2
    -10 | 7 | -20 | -5 | 0.7 | -10 | 1 | -2 | -11
- NCCc1ccc(O)cc1
    -1 | 0 | -4 | -8 | 0.2 | -1 | 1 | 10 | -27
- O=C1NC2C(=CC(O)C(O)C2O)c2cc3c(c(O)c21)OCO3 (configuration not stated)
    -3 | 3 | -20 | 0 | 0.4 | . | -1 | . | -20
- COc1ccc2[nH]c(C)c(CCNCc3cccnc3)c2c1
    -4 | 11 | -7 | 5 | 0.5 | -4 | 4 | -5 | -12
- COc1cc2c(C(=O)O)c(C)n(C)c2cc1Br
    -13 | -4 | 15 | 7 | 0.3 | -17 | 2 | -5 | 6
- COCCNC(=O)Cn1cc(C(=O)c2ccccc2F)c2ccccc21
    -1 | 9 | 3 | 6 | 0.8 | -6 | 1 | -10 | -7
- CCc1cccc2c(C#N)cn(CC(=O)N3CCOCC3)c12
    -3 | 3 | -4 | 0 | 0.0 | 4 | 0 | -11 | -6
- Cc1cccc(-c2nc3ccc(C(=O)N4CCC5(CC4)OCCO5)cc3nc2-c2cccc(C)c2)c1
    -2 | -5 | -13 | 15 | -0.2 | -10 | 1 | -22 | 7
- c1ccc2c(CCNCc3ccc4c(c3)OCO4)c[nH]c2c1
    -5 | -9 | -4 | 1 | 0.4 | -13 | 7 | -10 | 5
- O=C(c1ccc(C(F)(F)F)cc1)C1CCCN(Cc2ccncc2)C1 (configuration not stated)
    -5 | -20 | 6 | 5 | 10 | -34 | 13 | -4 | 24
- Cc1cccc(N2CCC3(CC2)C(=O)NC(=O)NC3=O)c1
    0 | 9 | -13 | -1 | 0.9 | . | 1 | . | -21
- CSc1ccc(C(=O)C2CCCN(CCCn3cccn3)C2)cc1 (configuration not stated)
    -11 | -25 | -5 | 21 | 3.8 | -8 | 2 | -8 | 19
- CC(C)N1CCN(c2ccc(O)cc2)CC1
    -7 | -2 | 10 | -3 | -0.5 | -3 | 2 | -19 | 2
- COc1ccccc1N1C(=O)NC(=O)C2(Cc3cc(C)ccc3N(C)C2)C1=O (configuration not stated)
    0 | 5 | -4 | -1 | 0.8 | -11 | 1 | -5 | -8
- COc1cc2c(cc1OC)[C@H]1C(=O)c3ccc4c(c3O[C@H]1CO2)C[C@@H](C(C)(C)O)O4
    -2 | 4 | 0 | -3 | 0.1 | 4 | 3 | 7 | -2
- CC(C)C/C(=N/O)c1cn(C)c2ccccc12
    -16 | 16 | -30 | -5 | -0.5 | -2 | -1 | -16 | -14
- CC(Oc1ccc(-c2ccccc2)cc1)C(=O)O (configuration not stated)
    -2 | 12 | -23 | 0 | 1.2 | -10 | 0 | 1 | -17
- COc1cc2c(cc1OC)C(C1c3cc4c(cc3CCN1C)OCO4)OC2=O (configuration not stated)
    -3 | -3 | -1 | 10 | 0.7 | -5 | 0 | -7 | 0
- CCOc1ccc(NC(=O)N2C[C@H]3C[C@@H](C2)c2cccc(=O)n2C3)cc1
    -3 | 4 | -4 | -9 | -0.1 | -5 | 1 | -7 | -11
- CN1C(=O)C(C2(C#N)CCCCC2)C(=O)N(C)C1=O
    -4 | 0 | -17 | 10 | 1.7 | -8 | 0 | -9 | -5
- O=C(c1ccco1)c1cn(Cc2ccc(Cl)cc2)c2ccccc12
    -2 | -6 | -15 | 21 | 1.9 | -10 | -1 | -28 | 19
- CCOC(=O)[C@]12Cc3cc(OC)ccc3[C@H]1N(C1CCCCC1)C(=O)c1cc(OC)ccc12
    . | . | 3 | 0 | 1.5 | . | -2 | . | .
- CCOc1ccc(N=Cc2c(O)n(Cc3ccccc3)c(=S)[nH]c2=O)cc1
    -5 | 7 | -8 | -18 | -0.1 | -8 | 1 | -4 | -18
- CCC1(CC)C(=O)N(Cc2ccccc2)C(=O)N(Cc2ccccc2)C1=O
    -8 | -4 | -2 | 10 | 0.0 | -10 | -2 | -34 | 0
- O=C(OCc1ccccc1)N1CCC2CC1c1cc(N3Cc4ccccc4-n4nncc4C3)ccc12 (configuration not stated)
    -6 | -4 | -3 | -1 | 0.3 | . | 0 | . | -5
- O=P(N1CCCCCC1)(N1CCCCCC1)N1CC1
    -3 | 0 | -3 | -11 | 0.4 | . | 0 | . | -4
- CCOC(=O)[C@]12Cc3ccccc3[C@H]1N(Cc1ccccc1)C(=O)c1cc(OC)ccc12
    . | . | -3 | -5 | 0.5 | . | -2 | . | .
- O=C(COC(=O)c1ccccc1)Nc1ccc(Cl)cc1C(=O)c1ccccc1
    -9 | 3 | -12 | -10 | 0.1 | -3 | 0 | -34 | 5
- Cc1[nH]c2ccccc2c1C1=CCNCC1
    -8 | -7 | -10 | 12 | 0.9 | -11 | 1 | -3 | 2
- CC(=NCc1ccco1)c1c(O)n(-c2ccccc2C)c(=O)[nH]c1=O
    -1 | 6 | -16 | 0 | 0.9 | -2 | 1 | -4 | -15
- O=C1NC(=O)N(c2ccc(F)cc2)C(=O)/C1=C/c1ccc(N2CCOCC2)cc1
    -3 | 6 | -14 | 2 | 0.9 | -12 | 1 | -8 | -8
- CCCCc1ccc(C(=O)O)nc1
    -1 | 2 | -7 | 0 | 1.4 | 0 | 0 | -3 | -22
- COc1ccc(NC2=NCC(C)S2)cc1 (configuration not stated)
    -10 | 13 | 22 | -9 | -0.1 | -5 | 1 | -6 | -4
- COc1cc(OC)c2c(c1)OCC1CON(C)C21 (configuration not stated)
    0 | 16 | -5 | -4 | 0.9 | -4 | 1 | -2 | -14
- CN1C(=O)N(C)C(=O)C2(Cc3c(nc4ccccn4c3=O)N3CCc4ccccc4C32)C1=O (configuration not stated)
    -2 | 6 | -10 | 0 | 1.1 | -11 | 1 | -10 | -7
- Cc1ccsc1C(=O)C1CCCN(Cc2cccc(-n3cccn3)c2)C1 (configuration not stated)
    -6 | -11 | -11 | -5 | 3.1 | 6 | 4 | -24 | 8
